# GSK3 alpha inh: inhibitors of human GSK-3 alpha kinase. ADP-Glo luminescence, 60 min. inhibition, % at 10 µM. 320,000 tested, 0.1% active. AID 2650;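 in the data active = inhibition above about 50%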;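 also: GST-tagged GSK-3 alpha with peptide substrate and 25 µM ATP; 0% = DMSO neutral wells and 100% = GW8510 positive control wells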
# Target sequence (P49840 whole entry, looked up): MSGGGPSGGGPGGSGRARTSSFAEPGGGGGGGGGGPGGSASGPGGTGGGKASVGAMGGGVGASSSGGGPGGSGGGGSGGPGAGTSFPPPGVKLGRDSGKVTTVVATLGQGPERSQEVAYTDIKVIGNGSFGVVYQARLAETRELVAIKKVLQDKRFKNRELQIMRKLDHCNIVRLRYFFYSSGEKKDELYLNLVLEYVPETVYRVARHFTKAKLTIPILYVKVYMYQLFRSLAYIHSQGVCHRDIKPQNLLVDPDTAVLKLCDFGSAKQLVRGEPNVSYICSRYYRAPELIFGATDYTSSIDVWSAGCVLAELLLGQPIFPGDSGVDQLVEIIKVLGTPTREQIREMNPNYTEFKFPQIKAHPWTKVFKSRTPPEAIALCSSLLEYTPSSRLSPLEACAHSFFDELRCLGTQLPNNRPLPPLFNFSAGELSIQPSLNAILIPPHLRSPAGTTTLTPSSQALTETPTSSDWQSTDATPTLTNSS
# * marks the source's active call; other numbers are inactive results. The list is partial; rates above refer to the full screens.
SMILES,GSK3 alpha inh
CCN(CC(=O)Nc1c(F)cccc1F)C(=O)CC1CCCCC1,0
O=C(CN1C(=O)NC2(CCc3ccccc32)C1=O)Nc1cccc(Cl)c1 (stereo not given),-3
Cc1cccc(C)c1NC(=O)CNC(=O)CNC(=O)Cc1cccc2ccccc12,0
Cc1noc(C)c1NC(=O)Nc1cccc2c1O[C@H](CN(C)S(=O)(=O)c1cn(C)cn1)[C@@H](C)CN([C@H](C)CO)C2=O,-1
COc1ccc(C(=O)N/N=C/c2ccc(N3CCOCC3)s2)cc1OC,-1
O=C(CN1C(=O)NC2(CCCCC2)C1=O)Nc1ccc2[nH]c(=O)[nH]c2c1,0
Cc1cc(C(=O)N2CCC(C(N)=O)CC2)c(C)o1,0
COc1cc(Cl)c(C)cc1NC(=O)COC(=O)C1=NN(c2ccccc2)C(=O)CC1,-6
CC(OC(=O)CN1C(=O)c2ccccc2C1=O)C(=O)c1ccccc1 (stereo not given),1
COc1ccc(N2CCN(C(=O)COC(=O)c3ccc(OC(F)F)cc3)CC2)cc1,1
Cc1cnc(NC(=O)c2cc(S(=O)(=O)N(C)C)ccc2N2CCCC2)s1,0
COC(=O)c1ccc(/C=C/C(=O)OCC(=O)Nc2sccc2C(N)=O)cc1,2
Cc1cc(C)c(C(=O)COC(=O)CN2C(=O)NC3(CCCC3)C2=O)cc1C,0
CCN(CC(=O)Nc1ccc(NC(C)=O)cc1)S(=O)(=O)/C=C/c1ccccc1,2
CCc1sc(C(=O)NNC(=O)CNC(=O)c2ccccc2F)cc1C,0
Cc1cc(C)n2c(SCC(=O)Nc3cccc(S(N)(=O)=O)c3)nnc2n1,0
O=C1CC2(CCCC2)C(=O)N1CN1CCN(S(=O)(=O)c2ccc(Cl)c(Cl)c2)CC1,-3
CN(C)c1cccc(C(=O)NNC(=O)/C=C/c2cccs2)c1,-1
Nn1c(SCC(=O)N2CCOCC2)nnc1-c1cccnc1,-5
O=C(COC(=O)c1ccc2c(c1)OCCO2)NCc1ccccc1Cl,-2
CS(=O)(=O)c1ccc(NC(=O)C2CCCN(C(=O)c3ccc(Cl)cc3)C2)cc1 (stereo not given),3
COC(=O)[C@]1(Cc2ccccc2)N[C@H](CN(C)C(=O)Nc2ccc(F)cc2)[C@@H]2C(=O)N(Cc3ccccc3)C(=O)[C@@H]21,-1
Cc1cc(OCCN2CCN(S(=O)(=O)c3ccccc3F)CC2)ccc1C(C)C,-6
Cc1ccccc1NC(=O)CON=C(N)c1ccccc1,-3
C[C@@H](NC(=O)c1nc[nH]c1C(=O)N1CCN(c2ccccc2)CC1)c1ccccc1,-2
C=CCN1c2ccc(Br)cc2C(=O)CS1(=O)=O,-3
O=C(COC(=O)c1ccc[nH]c1=O)NCCC1=CCCCC1,1
COc1ccc2c(C)cc(SCC(=O)NC3CCCCC3)nc2c1,-2
CCCCN(CCO)CCCC,-4
Nc1c(N(CCCO)C(=O)C2CCCCC2)c(=O)[nH]c(=O)n1Cc1ccccc1,-2

# Shown bar-delimited: 15 of the compounds above
mol | GSK3 alpha inh
CCN(CC(=O)Nc1c(F)cccc1F)C(=O)CC1CCCCC1 | 0
O=C(CN1C(=O)NC2(CCc3ccccc32)C1=O)Nc1cccc(Cl)c1 (stereo not given) | -3
Cc1cccc(C)c1NC(=O)CNC(=O)CNC(=O)Cc1cccc2ccccc12 | 0
Cc1noc(C)c1NC(=O)Nc1cccc2c1O[C@H](CN(C)S(=O)(=O)c1cn(C)cn1)[C@@H](C)CN([C@H](C)CO)C2=O | -1
COc1ccc(C(=O)N/N=C/c2ccc(N3CCOCC3)s2)cc1OC | -1
O=C(CN1C(=O)NC2(CCCCC2)C1=O)Nc1ccc2[nH]c(=O)[nH]c2c1 | 0
Cc1cc(C(=O)N2CCC(C(N)=O)CC2)c(C)o1 | 0
COc1cc(Cl)c(C)cc1NC(=O)COC(=O)C1=NN(c2ccccc2)C(=O)CC1 | -6
CC(OC(=O)CN1C(=O)c2ccccc2C1=O)C(=O)c1ccccc1 (stereo not given) | 1
COc1ccc(N2CCN(C(=O)COC(=O)c3ccc(OC(F)F)cc3)CC2)cc1 | 1
Cc1cnc(NC(=O)c2cc(S(=O)(=O)N(C)C)ccc2N2CCCC2)s1 | 0
COC(=O)c1ccc(/C=C/C(=O)OCC(=O)Nc2sccc2C(N)=O)cc1 | 2
Cc1cc(C)c(C(=O)COC(=O)CN2C(=O)NC3(CCCC3)C2=O)cc1C | 0
CCN(CC(=O)Nc1ccc(NC(C)=O)cc1)S(=O)(=O)/C=C/c1ccccc1 | 2
CCc1sc(C(=O)NNC(=O)CNC(=O)c2ccccc2F)cc1C | 0

# (more compounds)
SMILES,GSK3 alpha inh
CCCCOC(=O)c1ccc(NC(=O)CN2C(=O)NC3(CCCCCC3)C2=O)cc1,0
O=C(COC(=O)Cn1nc(-c2ccccc2)oc1=O)Nc1ccc(F)cc1,-2
O=C(COC(=O)c1ccc(O)cc1)Nc1ccc(S(=O)(=O)N2CCCC2)cc1,-2
CCN1CCN(c2ccc(S(=O)(=O)N3CCOCC3)cc2N)CC1,-5
O=C(CN1C(=O)NC(c2ccccc2)(c2ccccc2)C1=O)N1CCN(c2ccc(F)cc2)CC1,-2
NS(=O)(=O)c1cc(C(=O)OCC(=O)Nc2ccc3[nH]c(=O)[nH]c3c2)ccc1Cl,-2
O=C(COC(=O)CCc1nc2ccccc2c(=O)[nH]1)Nc1ccc(OC(F)(F)F)cc1,0
Cc1ccc(S(=O)(=O)N(C)CC(=O)NCC(c2ccc(F)cc2)N2CCOCC2)cc1 (stereo not given),-1
COc1ccccc1NC(=O)c1ccc(NC(=O)c2ccc(=O)[nH]c2)cc1,-2
NS(=O)(=O)c1cc(C(=O)OCC(=O)Nc2ccc3c(c2)OCO3)ccc1Cl,-2
Cn1c(SCC(=O)NN2C(=O)NC(C)(c3ccccc3)C2=O)nnc1-c1ccncc1 (stereo not given),-4
CCCCN(C(=O)COC(=O)c1nc2nc(C)cc(C)n2n1)C1CCS(=O)(=O)C1 (stereo not given),-4
CN1CCN(c2ccc(S(=O)(=O)N3CCOCC3)cc2NC(=O)Cc2ccccc2F)CC1,1
COc1ccc(C(=O)N2CCN(c3ccccc3Cl)CC2)cc1S(=O)(=O)NC1CC1,-2
CCCN(C(=O)c1ccc(-n2cncn2)c([N+](=O)[O-])c1)C1CCS(=O)(=O)C1 (stereo not given),0
NS(=O)(=O)c1ccc(N2CCOCC2)c(C(=O)NCCCSc2ccccc2)c1,2
Cc1ccc(C(=O)NCC(=O)OCN2C(=O)c3ccccc3C2=O)cc1C,-3
CCOc1ccc(S(=O)(=O)NCCC(=O)NCC(c2ccco2)N2CCCCC2)cc1 (stereo not given),-2
O=C(Nc1ccccc1N1CCOCC1)c1cccc(S(=O)(=O)Nc2ccccc2F)c1,-7
Cc1cc(S(=O)(=O)Nc2nc(CN3CCOCC3)nc3sc4c(c23)CCC4)ccc1F,-5
Cc1ccc(S(=O)(=O)N2[C@@H](c3ccc(C(C)(C)C)cc3)C(C(=O)O)=CC[C@H]2c2ccc(C(C)C)cc2)cc1,-5
O=C(CCNC(=O)c1ccc(Cl)cc1)Nc1nc2ccccc2[nH]1,0
Cc1c(C(=O)Nc2cccc(S(=O)(=O)N3CCOCC3)c2)oc2ccc(Br)cc12,7
O=C(CN1CCN(c2ccccc2O)CC1)NC(=O)NCc1ccccc1,0
Cc1ccc(NC(=O)COC(=O)c2cc(=O)c3ccccc3o2)c(Br)c1,-3
Cn1c(N)c(C(=O)COC(=O)/C=C/c2cccc(Br)c2)c(=O)n(C)c1=O,2
Cc1c(NC(=O)c2ccc(S(=O)(=O)N(C)C)cc2)cccc1-n1cnnn1,-1
CN(CC(=O)Nc1ccccc1Cl)C(=O)Cn1cc(C(F)(F)F)ccc1=O,-3
CC(=O)NC(C)c1ccc(C(=O)CSc2nnc(C3CC3)n2C2CC2)cc1 (stereo not given),-1
O=C(/C=C/c1ccc(Cl)cc1Cl)OCC(=O)N1CCCC1,-2
Cc1onc(-c2ccccc2)c1C(=O)N(C)CC(=O)Nc1ccc(F)c(F)c1F,-1
C#CCOCCOCCOCCNc1nc(N2CCN(C(=O)[C@H](CCCCN)n3cc(CN)nn3)CC2)nc(N2CCN(C(=O)[C@H](CCC(=O)O)n3cc([C@@H](N)CCSC)nn3)CC2)n1,-1
COc1ccc(CC(=O)Nc2ccc(F)c(Cl)c2)cc1S(=O)(=O)N1CCOCC1,0
COCCn1c(SCC(=O)Nc2cccnc2Cl)nc2ccccc2c1=O,-4
CN1CCC(N(C)C(=O)c2cc(S(=O)(=O)N(C)c3ccccc3)ccc2Cl)CC1,-1
COc1ccc(C(=O)NCC(=O)OCC(=O)NCc2ccc3c(c2)OCO3)cc1,0
CC(=O)NCCSc1ccc(S(=O)(=O)N2CCCC2)cn1,8
COc1ccccc1CNC(=O)COC(=O)c1cc(C)nc2ccccc12,5
CC12CCC(=O)N1C(C(=O)Nc1cc(Cl)ccc1N1CCCC1)CS2 (stereo not given),-1
COc1ccc(N2CCN(C(=O)CN3C(=O)NC(C)(c4ccc5ccccc5c4)C3=O)CC2)cc1 (stereo not given),-2
c1ccc2c3n(nc2c1)CCCCO3,4
CN(c1ccccc1)S(=O)(=O)c1cccc(NC(=O)C2=NN(c3ccccc3)C(=O)CC2)c1,0
O=C(CCNC(=O)c1ccc([N+](=O)[O-])cc1)Nc1cccc(S(=O)(=O)N2CCOCC2)c1,1
C=CC[C@]12CCc3sccc3C1N(c1ccc(C(=O)OCC)cc1)C2=O (stereo not given in full),-1
COc1cc(/C=C(\C#N)C(=O)NCC2CCCO2)ccc1OC(=O)c1ccco1 (stereo not given),0
CC(=O)Nc1sc(C)c(C)c1C(=O)OCC(=O)Nc1cccc(C)c1,-5
CCN(CC(=O)NCc1ccc(Cl)cc1)C(=O)c1c(C)noc1C,6
COc1ccc(NC(=O)c2c(F)cccc2Cl)cc1S(=O)(=O)N1CCOCC1,0
O=C(CCSc1ccc(F)cc1)NNC(=O)c1ccc([N+](=O)[O-])cc1,9
CCCCNc1nnc(SCC(=O)c2c(N)n(C3CC3)c(=O)[nH]c2=O)s1,-3
Cc1ccc(NC(=O)CSc2ccc(S(=O)(=O)N3CCCC3)cn2)cc1F,-2
Cc1ccc(C(=O)NCC(c2ccc(F)cc2)N2CCOCC2)s1 (stereo not given),-2
CC1(c2ccccc2)ON(c2ccccc2C(F)(F)F)C1=O (stereo not given),-2
Cc1ccc(C(=O)COC(=O)CNC(=O)c2ccccc2)s1,-7
CCn1c(SCC(=O)NCC2CCCO2)nnc1-c1ccccc1OC (stereo not given),-2
CCN(CC)c1ccc(C(=O)NNC(=O)CCNC(=O)c2ccccc2)cc1,1
CN(CC(=O)Nc1ccc(Cl)c(C(F)(F)F)c1)C(=O)CCc1nc2ccccc2c(=O)[nH]1,-3
CN(CC(=O)Nc1c(Cl)cccc1Cl)C(=O)CNC(=O)c1ccco1,-6
COc1ccc(CNC(=O)Cn2ccc(NC(=O)OCc3ccccc3)nc2=O)cc1,1
CC(C)N(Cc1ccccc1)C(=O)CN1C(=O)NC2(CCCC2)C1=O,-4
# Going on with the list.
SMILES,GSK3 alpha inh
CC(C#N)(NC(=O)CN1CCN(S(=O)(=O)c2ccccc2C#N)CC1)C1CC1 (stereo not given),1
COc1ccc(NC(C)=O)cc1NC(C)C(=O)Nc1cccc(S(=O)(=O)N2CCOCC2)c1 (stereo not given),-2
Cc1nccn1CC(=O)c1ccc(O)c(O)c1,-1
COc1cc(OC)c(N2CC(C(=O)Nc3cc(Cl)ccc3N3CCOCC3)CC2=O)cc1Cl (stereo not given),0
CCOc1ccc(CN(C)C(=O)c2cc(S(=O)(=O)N3CCCC3)ccc2C)cc1,0
O=C(CCCOc1ccccc1)Nc1cc(S(=O)(=O)N2CCOCC2)ccc1N1CCOCC1,-2
Cc1cc(C)c(C#N)c(N2CCN(C(=O)C3COc4ccccc4O3)CC2)n1 (stereo not given),-1
CN(CC(=O)Nc1ccc(F)c(F)c1F)C(=O)C1=NN(c2ccccc2)C(=O)CC1,21
CSc1ncccc1C(=O)OCC(=O)NCCCc1ccccc1,-1
C1=CC2C3C=CC(C3)C2C1 (stereo not given),-2
CC(=O)Nc1ccc(C(=O)COC(=O)c2cc(C)oc2C)c(F)c1,0
Cc1cc(C(=O)COc2ccc(C#N)cc2)c(C)n1CC1CCCO1 (stereo not given),-5
COc1cc(C(=O)NNC(=O)c2ccccc2OCc2c(C)noc2C)cc(OC)c1OC,7
Cc1ccc(S(=O)(=O)N2CCOCC2)cc1NC(=O)CN1C(=O)NC2(CCCC2)C1=O,-2
O=C(NNC(=O)C1CCC1)c1cccc(Cl)c1,-2
CC(Sc1ccc(Cl)cc1)C(=O)NNC(=O)c1ccncc1 (stereo not given),-1
Cc1c(C(=O)NCc2ccco2)oc2c(Cl)cccc12,0
N#CCCN1CCN(S(=O)(=O)c2ccc(C3CCCCC3)cc2)CC1,-1
Cc1c(C(=O)Nc2cccc(S(=O)(=O)N3CCOCC3)c2)oc2ccccc12,-2
Cc1oc(-c2ccccc2)nc1C(=O)OCC(=O)NCc1ccccc1,1
CCOc1ccc(C(C)=O)cc1COC(=O)CNC(=O)C12CC3CC(CC(C3)C1)C2,0
CCCCC[C@@H]1C=C(C(=O)O)[C@H](c2ccc(CC)cc2)N1S(=O)(=O)c1ccc(C)cc1,-10
CCOc1ccc(C(=O)N(CC(=O)Nc2cccc(C)c2C)CC2CCCO2)cc1OC (stereo not given),0
CCN(C(=O)COc1ccc(N(C)S(=O)(=O)c2ccc(NC(C)=O)cc2)cc1)C1CCCCC1,-1
Cc1cc(C)n2nc(C(=O)Nc3ccc4c(c3)OCCO4)nc2n1,1
CCN(CC(=O)Nc1ccc2c(c1)OCCO2)C(=O)CN1C(=O)NC(C)(c2ccc(C)cc2)C1=O (stereo not given),2
COc1ccc2nc(C)cc(N3CCN(S(=O)(=O)c4ccccc4F)CC3)c2c1,18
CCCCCO,-1
CCCCC1CCC(C(=O)Nc2ccc(N3CCOCC3)cc2N2CCOCC2)CC1 (stereo not given),0
O=C(COc1ccccc1[N+](=O)[O-])NCC1COc2ccccc2O1 (stereo not given),0
O=C(COc1ncnc2ccccc12)NC1CCCCC1,-2
Cc1cc(Cl)ccc1OCC(=O)NNC(=O)c1ccc(=O)[nH]c1,0
CCOc1ccc(/C=N/NC(=O)c2ccc(F)cc2)cc1CN1CC2CC(C1)c1cccc(=O)n1C2 (stereo not given),-1
CN(CC(=O)Nc1ccc(OC(F)(F)F)cc1)C(=O)Cc1cccs1,1
